From PubChem
A3A deaminase: APOBEC3A ssDNA deaminase inhibitors, primary screen, selectivity assay for APOBEC3G inhibitor project, biochemical, FAM/TAMRA oligo cleavage fluorescence; DNA dC->dU-editing enzyme APOBEC-3A (Homo sapiens), P31941; 0.41% of 330,000 active; inhibition, % at 20 µM; recombinant A3A, FAM/TAMRA ssDNA deamination fluorescence;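 active means at least 40% inhibition at 20 µM here, with at most 30% in a related deaminase screen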;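 further: plate controls were A3A with DMSO for no effect and wells lacking A3A enzyme for full effect; some results filed as inactive read as strong as hits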
MIN6 prolif: inducers of MIN6 beta-cell proliferation, primary screen, ATP luminescence, uHTS | MIN6 cells proliferation, ATPlite luminescence, 48 h; cells starved in 0.2% serum; 100% = growth in 10% serum | proliferation, % at 10 µM | 0.29% of 330,000 active;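 active means compounds whose signal lies at least 3.5 SD above the mean of all wells on their plate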;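 further: 0% = DMSO-treated cells in low-serum medium and 100% = 10% serum control; some compounds called inactive have numbers as strong as hits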
mIAP activ: activators of mouse IAP, primary screen, biochemical, luminescence, uHTS. intestinal alkaline phosphatase [Mus musculus]. muIAP, CDP-Star luminescence, 30 min; hits give high values; 1 = vehicle-only enzyme signal, 0 = enzyme-free wells. activation factor at 10 µM. 0.24% of 330,000 active;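 active means activation factor of at least 2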; further: the source names both 10 and 20 µM as test concentration; values of inactives mirror those of a sister screen read the other way
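System: mouse IAP enzyme. Reagent: CDP-Star chemiluminescent phosphatase substrate. Benchmarks: DMSO wells, no-enzyme wells. Times: 30 min enzyme-substrate-compound incubation at room temperature. Detection: luminescence from enzymatic CDP-Star hydrolysis. Doses: test compounds delivered from DMSO solution.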
mIAP block: inhibitors of mouse IAP, primary screen, biochemical, luminescence, uHTS | intestinal alkaline phosphatase [Mus musculus] | purified mouse IAP, CDP-Star luminescence, 30 min | inhibition, % at 10 µM | 0.2% of 330,000 active | AID 2806, 2010;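 active means inhibition of at least 40% at 10 µM in the primary screen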;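 further: plate controls were DMSO with enzyme for no effect and no enzyme wells for full effect; values of inactives mirror those of a sister screen read the other way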
MPTP block: mitochondrial permeability transition pore inhibitors, primary screen, biochemical, isolated mouse mitochondria, absorbance; Ca2+ swelling absorbance, 30 min; inhibition, % at 10 µM; 1.4% of 360,000 active; AID 602449, 2012;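 active means inhibition of 50% or more, scaled per plate between neutral and stimulator controls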;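 further: 0% = DMSO wells given calcium and 100% = 1 mM EGTA wells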
NR3A LBD binder: binders of NR3A ligand-binding domain, primary screen, biophysical, differential scanning fluorimetry, uHTS. Glutamate receptor ionotropic, NMDA 3A (GRIN3A) ligand-binding domain. NR3A LBD differential scanning fluorimetry, Tm shift; 0% = protein alone, 100% = glycine-bound protein. Tm shift relative to glycine control, % at 25 µM. 2.5% of 340,000 active. AID 1259313, 2017;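 active means melting temperature shift of at least 10% of the positive control shift, at one fixed dose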
hIAP act: human IAP activators, primary screen, biochemical, luminescence, uHTS | 0.16% of 330,000 active | Intestinal-type alkaline phosphatase (Homo sapiens), P09923 | purified human IAP, CDP-Star luminescence, 30 min; hits give high values; 1 = vehicle-only enzyme, 0 = enzyme-free background | activation factor at 10 µM;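 active means activation factor of the enzyme at least 2-fold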; further: the source names both 10 and 20 µM as test concentration; values of inactives mirror those of a sister screen read the other way
Target sequence (P09923 whole entry, looked up): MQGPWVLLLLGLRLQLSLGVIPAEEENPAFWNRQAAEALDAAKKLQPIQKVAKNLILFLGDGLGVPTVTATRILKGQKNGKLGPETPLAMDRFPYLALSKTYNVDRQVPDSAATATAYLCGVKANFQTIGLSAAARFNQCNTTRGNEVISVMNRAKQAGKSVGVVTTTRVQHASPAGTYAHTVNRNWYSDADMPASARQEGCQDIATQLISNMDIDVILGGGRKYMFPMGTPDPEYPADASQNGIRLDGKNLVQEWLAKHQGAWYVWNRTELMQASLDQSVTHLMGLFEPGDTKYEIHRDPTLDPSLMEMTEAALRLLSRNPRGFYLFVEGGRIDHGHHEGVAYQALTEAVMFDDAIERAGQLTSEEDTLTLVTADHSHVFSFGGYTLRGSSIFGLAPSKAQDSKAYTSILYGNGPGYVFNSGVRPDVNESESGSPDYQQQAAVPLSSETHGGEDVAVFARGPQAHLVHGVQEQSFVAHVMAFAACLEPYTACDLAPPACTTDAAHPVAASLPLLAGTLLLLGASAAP
A3G deaminase: APOBEC3G DNA deaminase inhibitors, primary screen, biochemical, fluorescence, single-stranded DNA substrate, uHTS | AID 493012, 2011 | DNA dC->dU-editing enzyme APOBEC-3G (Homo sapiens), Q9HC16 | recombinant A3G, ssDNA deamination FAM/TAMRA fluorescence | 0.28% of 330,000 active | inhibition, % at 20 µM;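 active means inhibition of at least 40% at 20 µM, with no more than 30% in the related APOBEC3A deaminase screen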;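 further: plate controls were DMSO wells with A3G for no effect and wells lacking A3G enzyme for full effect; some compounds called inactive have numbers as strong as hits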
Target sequence (Q9HC16 whole entry, looked up): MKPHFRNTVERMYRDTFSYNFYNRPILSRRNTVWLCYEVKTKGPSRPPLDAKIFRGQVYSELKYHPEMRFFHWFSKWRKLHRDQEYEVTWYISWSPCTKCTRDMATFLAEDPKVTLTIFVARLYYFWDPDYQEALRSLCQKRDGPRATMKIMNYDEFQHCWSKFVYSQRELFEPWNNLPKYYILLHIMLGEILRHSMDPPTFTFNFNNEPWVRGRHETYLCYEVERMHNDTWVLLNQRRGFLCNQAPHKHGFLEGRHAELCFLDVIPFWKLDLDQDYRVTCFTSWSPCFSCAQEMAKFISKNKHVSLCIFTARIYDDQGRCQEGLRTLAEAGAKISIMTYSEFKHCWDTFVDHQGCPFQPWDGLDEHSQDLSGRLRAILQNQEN
hIAP inh: human IAP inhibitors, primary screen, biochemical, luminescence, uHTS. purified IAP, CDP-Star luminescence, 30 min. Intestinal-type alkaline phosphatase (Homo sapiens), P09923. AID 2544, 2010. 0.12% of 330,000 active. inhibition, % at 10 µM;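 active means inhibition reaching a set limit with compound at 10 µM in the primary screen, cut at about 35% in these data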;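 further: plate controls were DMSO wells with enzyme for no effect and no-enzyme buffer wells for full effect; values of inactives mirror those of a sister screen read the other way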
Active calls of the source: *.

Values in the order – MPTP block | hIAP act | A3A deaminase | mIAP activ | hIAP inh | A3G deaminase | mIAP block | NR3A LBD binder | MIN6 prolif
- CC(=O)Nc1ccc(NC(=O)CSc2ccc3nnc(-c4ccccn4)n3n2)cc1
→ 1.8 | 0.96 | -3 | 0.93 | 4 | -10 | 7 | -22 | -2
- COc1ccc(CC(=O)Nc2ccccc2N2CCCC2)cc1
→ -0.6 | 0.88 | -4 | 1 | 12 | -1 | 0 | 1 | -1
- Cc1ccc(NC(=O)CN(C)C(=O)CSc2nc(C)cc(C)n2)cc1
→ -0.3 | 1 | -3 | 0.95 | -2 | -5 | 5 | -2 | -3
- c1ccc2[nH]c(SCc3cn4cccnc4n3)nc2c1
→ 3.0 | 1.2 | 30 | 0.82 | -23 | -12 | 18 | 2 | 1
- O=C(Nc1cccnc1)OC1CCCCC1
→ -4.0 | 1.1 | -3 | 1 | -13 | -5 | -2 | 0 | 0
- O=C(C1CCCO1)N1CCN(C(=S)Nc2cc(F)cc(F)c2)CC1 (stereo unspecified)
→ 1.5 | 1.3 | -3 | 1 | -31 | -7 | -4 | 2 | -4
- COc1cccc(-c2cc(C(=O)N3CCc4ccccc4C3)[nH]n2)c1
→ 0.5 | 0.99 | 0 | 1.1 | 1 | 21 | -14 | 1 | -3
- COc1cccc(C(=O)Oc2cc(N)n(S(=O)(=O)c3ccc(C)cc3)n2)c1OC
→ 4.7 | 0.94 | -1 | 0.96 | 6 | -5 | 4 | -12 | 0
- Cc1cc(NC(=O)CSc2nnc(CNc3cccc(C(F)(F)F)c3)n2Cc2ccco2)no1
→ -0.6 | 0.94 | -3 | 1 | 6 | -8 | -2 | 2 | -3
- CCOc1ccc(NC(=O)CSc2nc(=O)n(CCCN3CCOCC3)c3c2CCC3)cc1
→ 1.7 | 0.92 | -2 | 0.98 | 8 | -5 | 2 | 1 | 5
- CCCCNC(=O)CNC(=S)N(Cc1ccccc1)Cc1cccnc1
→ -0.6 | 0.89 | -3 | 1 | 11 | -6 | -3 | 0 | -1
- COc1ccc(NC(=O)C(CC(=O)O)Cc2ccc(Cl)cc2)cc1 (stereo unspecified)
→ -0.2 | 1.1 | -7 | 1.1 | -14 | -6 | -11 | 2 | -2
- COC(=O)c1cnc(Oc2ccc(NC(=O)NC(=O)c3c(F)cccc3Cl)cc2)cc1C(F)(F)F
→ 10 | 0.84 | 0 | 0.91 | 16 | -3 | 9 | -10 | -2
- O=C(CCN1C(=O)c2ccccc2C1=O)Nc1cccc(O)c1
→ -0.9 | 1 | 3 | 1.1 | -4 | -2 | -11 | -3 | -2
- Cc1cc2ccccc2n1CCNC(=O)C(C)(C)C
→ -0.7 | 1.1 | 5 | 1.1 | -6 | 2 | -6 | -4 | -4
- Cc1nc2ccccc2c2c1CC(C(C)(Cl)Br)O2 (stereo unspecified)
→ 60* | 1.1 | -5 | 0.98 | -7 | -6 | 2 | -1 | -6
- O=C(O)c1ccc(CN2C(=O)c3ccccc3S2(=O)=O)cc1
→ -1.7 | 0.78 | 1 | 1 | 22 | -4 | -2 | -1 | -2
- Cn1c(C(=O)OCC(=O)NCc2ccc(F)cc2)cc2occc21
→ 0.3 | 1 | -4 | 1 | -2 | -1 | -4 | 0 | -5
- CCOc1ccccc1OCC(=O)NN1Cc2ccccc2C1=N
→ 0.1 | 1 | -1 | 0.99 | -2 | -3 | 1 | -1 | 0
- Nc1nc(SCC(=O)Nc2ccccc2)[nH]c(=O)c1NC(=O)c1cccs1
→ 1.0 | 0.98 | -4 | 0.97 | 2 | -1 | 3 | -3 | -4
- COC(=O)Nc1sc2c(c1C(=O)N1CCOCC1)CCC(C)C2 (stereo unspecified)
→ -1.0 | 0.93 | -3 | 0.85 | 7 | -6 | 15 | 0 | 0
- Cc1csc(NC(=O)CS(=O)(=O)Cc2ccccc2)n1
→ 0.3 | 0.77 | 14 | 1 | 23 | -2 | -3 | 4 | 0
- Cc1cc(-c2csc3ncnc(N4CCN(C)CC4)c23)cc(C)c1C
→ -0.2 | 0.89 | -1 | 0.92 | 11 | -6 | 8 | -2 | -2
- c1ccc(CSc2nccc(-c3ccco3)n2)cc1
→ 0.2 | 1 | 1 | 0.89 | 0 | 1 | 11 | -2 | -2
- COc1cccc(-n2c(Cc3cc(=O)[nH]c(=O)[nH]3)nnc2SCC(=O)NC2CCCC2)c1
→ 0.0 | 0.9 | -6 | 0.91 | 10 | -4 | 9 | 0 | 1
- Cn1cc(S(=O)(=O)CC(=O)N2CCc3ccccc32)c2ccccc21
→ 0.3 | 0.89 | 6 | 1 | 11 | 2 | 0 | 0 | -4
- C/C(=N/NS(=O)(=O)c1cc(C)ccc1C)c1ccc2c(c1)OCO2
→ 1.2 | 1.2 | 1 | 1 | -20 | -12 | 0 | -1 | 3
- O=C(Nc1ncn[nH]1)c1cc(S(=O)(=O)Nc2cccc(C(F)(F)F)c2)ccc1Cl
→ 2.7 | 1.1 | 2 | 0.83 | -10 | -1 | 17 | -3 | 0
- Cc1cccc(-n2cnc(C(=O)Nc3cccnc3)c2)n1
→ 4.1 | 1 | -4 | 1.1 | -2 | 0 | -9 | -1 | -2
- CC1(C)CC(=O)N(c2cc(Cl)ccc2Cl)C(=O)C1
→ 1.0 | 1 | 0 | 0.98 | -2 | -4 | 2 | 1 | -2

(continued)
Values in the order – MPTP block | hIAP act | A3A deaminase | mIAP activ | hIAP inh | A3G deaminase | mIAP block | NR3A LBD binder | MIN6 prolif
- COc1cc(C2NC(=O)NC(C)=C2C(=O)OC(C)C)ccc1OC(=O)c1ccco1 (stereo unspecified)
→ -0.1 | 0.98 | -2 | 1.1 | 2 | -7 | -9 | -1 | -3
- Nc1nnc(SCC(=O)Nc2cccc(S(=O)(=O)N3CCCCC3)c2)s1
→ -0.4 | 0.98 | -2 | 1 | 2 | -8 | -2 | 0 | 2
- CCOc1ccc(CCNC(=O)Cn2ccc3ccccc3c2=O)cc1OCC
→ -3.0 | 0.99 | 5 | 0.93 | 1 | 3 | 7 | -1 | 2
- O=C(O)CN1C(=O)/C(=C/c2ccsc2)SC1=S
→ -1.9 | 1 | -4 | 0.87 | -2 | -9 | 13 | 1 | -2
- Cc1ccc(C(C(=O)NCc2ccc(F)cc2)N(Cc2ccco2)C(=O)c2snc(C(N)=O)c2N)o1 (stereo unspecified)
→ 1.6 | 0.99 | -4 | 0.98 | 1 | -12 | 2 | 1 | 5
- COC(=O)c1ccc(Cn2cnc3cnccc32)cc1
→ 0.5 | 0.77 | -7 | 1 | 24 | -7 | -2 | 1 | -5
- OCCC1CN(CC#Cc2ccccc2)CCN1Cc1ccccc1F (stereo unspecified)
→ -0.3 | 1 | -4 | 1 | -1 | -5 | 0 | -3 | -1
- CC1CCCC(NC(=O)CSc2nnc(C(F)(F)F)n2C)C1C (stereo unspecified)
→ 0.1 | 1.1 | -2 | 0.99 | -6 | -4 | 1 | 1 | -3
- Cc1ccc(/C=C2/SC(=S)N(c3ccc(S(=O)(=O)Nc4nccs4)cc3)C2=O)cc1
→ 96* | 0.97 | -2 | 0.87 | 3 | -4 | 13 | 4 | -4
- COc1ccc2nc(-c3ccccc3)nc(C3CCCCC3)c2c1
→ 1.5 | 1.1 | -9 | 1 | -11 | -13 | -2 | -3 | -8
- CCc1ccc2[nH]c(=O)c(CN(Cc3ccccc3OC)C(=O)Nc3ccccc3OC)cc2c1
→ -1.7 | 0.78 | 5 | 0.89 | 22 | -5 | 11 | 0 | -6
- CC(C)N(Cc1ccccc1)S(=O)(=O)c1ccc2c(c1)NC(=O)CO2
→ -0.4 | 0.83 | 1 | 1.1 | 17 | 10 | -7 | -2 | -5
- Cc1ccc(S(=O)(=O)Nc2ccc(C(=O)N3CCN(c4ccccc4O)CC3)cc2)cc1[N+](=O)[O-]
→ -0.5 | 1.1 | -1 | 1 | -12 | -12 | 0 | 3 | -6
- O=C(NNS(=O)(=O)c1ccccc1)c1cc2cc3ccccc3nc2s1
→ 1.1 | 1.1 | -4 | 0.88 | -5 | -5 | 12 | -3 | -3
- CC(C)Sc1nnc(NC(=O)c2ccc3c(c2)OCO3)s1
→ -0.6 | 1.1 | -2 | 0.94 | -5 | -6 | 6 | 1 | 2
- Cc1ccc(C)n1-n1cnc2sc(-c3ccccc3)cc2c1=O
→ -0.6 | 1.2 | -6 | 0.88 | -18 | -8 | 12 | -20 | -2
- CC(C)CN(C(=O)CSc1ncnc2ccccc12)C1CCS(=O)(=O)C1 (stereo unspecified)
→ -0.1 | 1.1 | -2 | 0.98 | -10 | -6 | 2 | 0 | 0
- CC(=O)Cc1cc(O)c2ccccc2c1OC(=O)c1ccc(Br)cc1
→ 3.0 | 0.78 | 7 | 0.98 | 22 | 1 | 2 | 5 | -7
- COc1ccccc1N1CCN(C(=O)C2CC(=O)N(c3ccccc3)C2)CC1 (stereo unspecified)
→ -0.4 | 0.97 | -4 | 0.97 | 3 | -11 | 3 | 1 | 2
- O=C(CCc1c[nH]c2ccccc12)N[C@@H](Cc1c[nH]c2ccc(O)cc12)C(=O)O
→ -0.4 | 1 | -2 | 0.97 | -4 | -7 | 3 | 0 | 1
- CC(C)CN(C(=O)COC(=O)Cc1c[nH]c2ccccc12)C1CCS(=O)(=O)C1 (stereo unspecified)
→ 0.1 | 1 | -6 | 1.1 | -2 | -7 | -10 | 2 | 1
- O=[N+]([O-])c1cc(S(=O)(=O)/N=C(/c2ccccc2)N2CCOCC2)ccc1Cl
→ -0.1 | 1.1 | 0 | 0.87 | -8 | -2 | 13 | -1 | -4
- CC1(c2nnc(Cc3ccccc3)o2)CC(c2ccc(Br)cc2)=NO1 (stereo unspecified)
→ 1.8 | 1.2 | -6 | 1.1 | -19 | -12 | -11 | 1 | 1
- COc1cc(NC(=O)COC(=O)CSc2cc(C)ccc2C)c(C)cc1[N+](=O)[O-]
→ 1.9 | 0.83 | 0 | 0.99 | 16 | -1 | 1 | -8 | 0
- CCCNc1nc(Nc2ccc(C)cc2)nc(N2CCCC2)n1
→ 2.7 | 1.1 | -2 | 1.1 | -14 | -9 | -10 | 0 | -6
- COC(=O)c1c(NC(=O)C2COc3ccccc3O2)sc2c1CCN(Cc1ccccc1)C2 (stereo unspecified)
→ 0.5 | 1.1 | -1 | 1.4 | -10 | -4 | -44 | 2 | -3

MPTP block, what is marked active above.
Compound,MPTP block,hIAP act,A3A deaminase,mIAP activ,hIAP inh,A3G deaminase,mIAP block,NR3A LBD binder
Cc1nc2ccccc2c2c1CC(C(C)(Cl)Br)O2 (stereo unspecified),60*,1.1,-5,0.98,-7,-6,2,-1
Cc1ccc(/C=C2/SC(=S)N(c3ccc(S(=O)(=O)Nc4nccs4)cc3)C2=O)cc1,96*,0.97,-2,0.87,3,-4,13,4
